Screening data: PubChem BioAssay, National Center for Advancing Translational Sciences (NCATS)
mIDH1 inhibitor: inhibitors of human mutant IDH1 R132H | O75874 | IDH1-R132H enzyme, NADPH consumption, diaphorase/resazurin fluorescence | Potency, µM (top dose mostly 76.6 µM), for inactives: at the top dose activity change, negative = inhibition, usual class: inhibitors | 0.093% of 390,000 active; further: potency means the concentration at half of the fitted maximal effect; on the % scale 0 is the no-effect control and ±100 the full control effect; nearly all actives have a fitted effect of over 65% in size
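IDH1-R132H (0.5 ug/mL) preincubated 30 min with compound, then NADPH (0.016 mM) and alpha-KG (2 mM) added; 80 min at RT, pH 7.5. Remaining NADPH coupled via diaphorase/resazurin to fluorescence (540/590 nm); concentration-response curves normalized to no-enzyme control.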
Vif-APOBEC3G blk: blocks the Vif interaction with human APOBEC3G; Q9HC16; HeLa A3G-eYFP + Vif (tagged APOBEC3G with the HIV-1 protein that degrades it), YFP fluorescence, overnight; Potency, µM (titrated, usually from 46.1 µM), for inactives: at the highest dose activity, negative = active, usual class: inhibitors; 0.076% of 410,000 active; AID 602310;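 further: potency means the concentration at half of the fitted maximal effect; on the % scale 0 is the no-effect control and ±100 the full control effect; nearly all actives have a fitted effect of over 60% in size; hits raise eYFP signal because A3G escapes Vif-driven loss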
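HeLa cells stably expressing Vif and C-terminally eYFP-tagged A3G, seeded overnight at 37 deg C, then exposed to compound by pintool overnight at 37 deg C. Rise in yellow fluorescence (Ex 488/Em 500-530, Acumen) marks blocked Vif-driven A3G degradation.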
Vif-APOBEC3F blk: inhibitors of Vif-A3F interaction; HeLa A3F-eYFP + Vif (tagged APOBEC3F with the HIV-1 protein that degrades it), YFP fluorescence increase; AID 602313; Potency, µM (series often up to 46.1 µM), for inactives: at the top dose activity, negative = active; 0.2% of 390,000 active; further: potency means the concentration at half of the fitted maximal effect; % of control where 0% means no effect; nearly all actives have a fitted effect of over 65% in size
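HeLa cells stably expressing A3F-eYFP plus Vif, plated and incubated overnight at 37 deg C, then exposed to compounds overnight at 37 deg C. Blocked degradation read as raised yellow fluorescence (Ex 488/Em 500-530).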
TrxR1 inh: rat TrxR1 inhibition; O89049; recombinant rTrxR1, NADPH fluorescence consumption, selenite substrate; Potency, µM (series often up to 114 µM), inactives show at the highest dose activity change, negative = inhibition, actives largely listed as inhibitors; 1% of 390,000 active; further: potency means the concentration at half of the fitted maximal effect; on the % scale 0 is the no-effect control and ±100 the full control effect; nearly all actives have a fitted effect of over 65% in size
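Rat TrxR1 (90 nM in the dispensed reagent) was pre-reduced with 400 uM NADPH for 5 min at room temperature, then incubated with compound for 15 min. After 400 uM selenite was added, NADPH fluorescence (Ex 340/Em 450 nm) was followed for 8 min.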
RGS4 inhibitor: inhibitors of human regulator of G protein signaling 4. 0.039% of 390,000 active. AID 504845. Potency, µM (doses to about 114 µM), inactives show at the highest dose activity change, negative = inhibition, usual class: inhibitors. Transcreener GDP fluorescence polarization, RGS4-accelerated GTP hydrolysis. P49798; further: potency means the concentration at half of the fitted maximal effect; on the % scale 0 is the no-effect control and ±100 the full control effect; nearly all actives have a fitted effect of over 75% in size; some results filed as inactive show a strong effect at the top dose
Target sequence (P49798 whole entry, looked up): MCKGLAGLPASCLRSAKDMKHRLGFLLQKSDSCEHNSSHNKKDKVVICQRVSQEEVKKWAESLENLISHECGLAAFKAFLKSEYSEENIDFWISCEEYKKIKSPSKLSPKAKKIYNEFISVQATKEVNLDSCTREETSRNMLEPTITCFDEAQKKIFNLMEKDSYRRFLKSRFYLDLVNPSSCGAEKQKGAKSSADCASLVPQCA
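MLSMR compounds (23 nl, pin-transferred) preincubated 10 min at room temperature with a 500nM (2x) first reagent, then RGS4 at 900nM (2x) plus Transcreener GDP mix added; fluorescence polarization (620/688 nm) read before and after 90 min at 30 °C.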
TrxR1 substrate: rat thioredoxin reductase 1 substrate activity; purified TrxR1 substrate turnover, NADPH consumption readout; Potency, µM (top dose mostly 114 µM), for inactives: top-dose activity change, negative = substrate turnover; 0.01% of 390,000 active; AID 588456; further: potency means the concentration at half of the fitted maximal effect; on the % scale 0 is the no-effect control and ±100 the full control effect; nearly all actives have a fitted effect of over 50% in size
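Rat TrxR1, dispensed at 90 nM, was prereduced with 400 uM NADPH (final) for 5 min at ~22 deg C, then incubated with compound 15 min before 400 uM selenite. A first-read NADPH fluorescence drop versus no-compound background flagged substrates.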
Glioma ERSR ind: induces the endoplasmic reticulum stress response in human glioma cells. U87-MG GRP78 promoter luciferase reporter, 16 h. Potency, µM, without a hit: at the highest dose activation, usual class: activators. 0.02% of 420,000 active. AID 602332; further: potency means the concentration at half of the fitted maximal effect; series mostly up to about 76 µM; % of control where 0% means no effect; nearly all actives have a fitted effect of over 35% in size
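Stably transfected U87-MG human glioma cells carrying a GRP78-based luminescent sensor were seeded at 1000 cells/well, pin-dosed with compounds and incubated 16 h. Luciferase reagent was then added, and end-point luminescence was read after 10 min at room temperature.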
LDHA block: inhibitors of human lactate dehydrogenase A; P00338; purified LDHA, NADH/diaphorase-resazurin fluorescence; active compounds read low; activity change, % (values are at about 110 or 230 µM); 0.15% of 480,000 active; in the data active means activity change below about -30%; inconclusive means mostly about -25% to -30%;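 further: plate controls were DMSO wells for no effect and wells without enzyme for full effect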
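Resorufin fluorescence (ex540/em590), read at 0 and 20 min after diaphorase/resazurin addition, reports the NADH left after a 5 min room-temperature reaction of 2 nM human LDH5 with 0.06 mM NADH and 0.2 mM pyruvate.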
USP1-UAF1 inh: USP1/UAF1 (human) deubiquitinase inhibition. O94782. recombinant USP1/UAF1, Ub-Rhodamine cleavage fluorescence. Potency, µM (top dose mostly 57.1 µM), for the others: at the top dose activity change, negative = inhibition, hits mostly inhibitors. 0.23% of 390,000 active. AID 743255; further: potency means the concentration at half of the fitted maximal effect; on the % scale 0 is the no-effect control and ±100 the full control effect; nearly all actives have a fitted effect of over 60% in size; inactives centre near -12
Target sequence (O94782 whole entry, looked up): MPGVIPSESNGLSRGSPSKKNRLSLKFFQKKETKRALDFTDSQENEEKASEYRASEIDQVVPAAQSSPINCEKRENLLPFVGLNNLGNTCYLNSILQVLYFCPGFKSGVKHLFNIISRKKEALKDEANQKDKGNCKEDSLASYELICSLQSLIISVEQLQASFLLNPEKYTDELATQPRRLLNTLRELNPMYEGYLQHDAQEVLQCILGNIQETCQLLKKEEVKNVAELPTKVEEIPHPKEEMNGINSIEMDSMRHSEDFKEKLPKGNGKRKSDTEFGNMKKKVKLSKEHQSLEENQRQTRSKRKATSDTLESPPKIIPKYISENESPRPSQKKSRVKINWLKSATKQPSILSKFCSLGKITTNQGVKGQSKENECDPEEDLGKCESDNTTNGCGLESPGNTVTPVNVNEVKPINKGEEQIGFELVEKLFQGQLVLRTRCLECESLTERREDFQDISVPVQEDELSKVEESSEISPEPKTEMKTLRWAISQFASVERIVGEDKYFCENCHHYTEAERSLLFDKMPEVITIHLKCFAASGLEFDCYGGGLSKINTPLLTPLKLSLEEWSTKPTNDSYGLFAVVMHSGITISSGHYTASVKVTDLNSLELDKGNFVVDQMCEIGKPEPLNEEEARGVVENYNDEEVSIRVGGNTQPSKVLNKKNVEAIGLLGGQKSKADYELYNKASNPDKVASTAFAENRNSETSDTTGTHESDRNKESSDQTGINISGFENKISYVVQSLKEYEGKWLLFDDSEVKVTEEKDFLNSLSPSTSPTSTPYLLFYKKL
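High-throughput fluorogenic screen: 1nM USP1/UAF1 complex, Ub-Rho substrate 150nM final, 50mM HEPES pH 7.8 with 0.5mM EDTA, 0.1 mg/ml BSA, 1mM TCEP and 0.01% Tween-20.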
Numbers without * were called inactive; ? = inconclusive; nt = no result given; & = joins results of further samples; [ ] = remark or other dose. Unless noted, the call rests on the fitted dose curve; in most records, active means well fitted curve in the direction sought with a large enough effect; inconclusive means small, poorly fitted or top-dose-only effect, or another doubt; inactive means no such curve, though single readings can be large; an effect the other way counts as inactive or inconclusive.

SMILES	mIDH1 inhibitor	Vif-APOBEC3G blk	Vif-APOBEC3F blk	TrxR1 inh	RGS4 inhibitor	TrxR1 substrate	Glioma ERSR ind	LDHA block	USP1-UAF1 inh
CC(C)C(=O)Nc1ccccc1C(=O)OCc1cc(=O)n2nc(C3CC3)sc2n1	0%	-4%	4%	15%[57.1 µM]	-16%	3%[57.1 µM]	-1%	-3	?
Cc1ccc(C2(C)NC(=O)N(CC(=O)NC(C)c3ccccc3)C2=O)cc1 (stereo not given)	-3%	2%	-1%	21%	6%	-2%	0%	-2	-8%
COC(=O)C1=C(CS(=O)(=O)c2ccc(C)cc2)NC(=O)NC1c1ccc(OC)c(OC)c1 (stereo not given)	9%	4%	-1%	7%	21%	3%	-6%	-6	-15%
CCN1C/C(=C\c2cccc([N+](=O)[O-])c2)C(=O)/C(=C/c2cccc([N+](=O)[O-])c2)C1	3%	?	-7%	?	-29%	-7%	-12%	1	-10%
COCCCNS(=O)(=O)c1ccc2[nH]c3c(c2c1)CCCCC3	0%	3%	-9%	5%	-7%	-1%	0%	-4	-21%
CCN(CC)C(c1ccc(F)cc1)c1nnnn1C1CCCCC1 (stereo not given)	18%	2%	-4%	-2%	14%	-3%	0%	0	-7%
Cc1ccc(Cl)cc1N1CCN(C(=O)c2nn(C)c3c2CS(=O)(=O)c2ccccc2-3)CC1	0%	-3%	4%	26%[11.4 µM]	-4%	12%[11.4 µM]	-2%	-10	-21%
CCc1ccccc1N(C1=NCCCS1)S(=O)(=O)c1ccc(C(C)(C)C)cc1	-1%	4%	-3%	5%	-1%	-6%	-2%	2	-4%
Cc1[nH]n(-c2ccc(Cl)c(Cl)c2)c(=O)c1CCO	0%	3%	12%	-19%	14%	-5%	-3%	7	-10%
O=C(NC1CCCCC1)C12CC3CC(C1)CC(n1cncn1)(C3)C2	1%	0%	-18%	5%[57.1 µM]	-15%	7%[57.1 µM]	-2%	-3	-22%
COc1ccc(OC)c(Nc2ncnc3c2cnn3-c2cccc(Cl)c2)c1	-5%	?	1%	24%[57.1 µM]	23%	18%[57.1 µM]	-2%	0	-4%
OCC[C@H]1C[C@H](O)[C@@H](O)[C@]2(CCc3ccccc3O2)O1	-7%	-1%	-1%	-9%	17%	-12%	1%	3	-15%
COc1ccc(S(=O)(=O)N2CCC(C)CC2)cc1N(C)S(=O)(=O)c1ccccc1	7%	1%	0%	-14%	-16%	-9%	-1%	-2	-6%
COC(=O)c1ccc(NC(=O)CC2C(=O)N(c3cccc(C)c3)C(=O)N2C2CCCC2)cc1 (stereo not given)	-16%	3%	9%	-3%	-19%	0%	1%	-1	-3%
CC1CCN(C(=O)COC(=O)c2ccccc2NC(=O)c2ccco2)CC1	0%	-1%	17%	-2%	-12%	15%	4%	-2&-1	-12%
COc1cc(OC)cc(C(=O)NCC(=O)OCC(=O)Nc2cc(S(C)(=O)=O)ccc2Cl)c1	0%	1%	-10%	26%	-4%	5%	-4%	1	?
O=C(CCCN1C(=O)/C(=C/c2ccccc2OC(F)F)SC1=S)Nc1cccnc1	5%	-8%	-7%	11%[57.1 µM]	-43%	-12%	-6%	0	?
COc1ccc(C2C(C(N)=O)=C(C)Nc3ncnn32)cc1 (stereo not given)	9%	1%	-19%	5%	-21%	9%	2%	-1	-6%
O=[N+]([O-])c1ccc(OCc2n[nH]c(=S)n2-c2ccccc2)cc1	0%	3%	-2%	-15%[57.1 µM]	-13%	-12%	-4%	-6	-7%
O=c1[nH]c(SCc2ccc(F)cc2)nc2c1CCCC2	nt	nt	nt	9%	7%	0%	nt	1	-13%
C/C(Nc1ccc(F)cc1)=C(/C#N)C(N)=O	6%	-1%	nt	-1%	12%	-9%	-5%	-4	-12%
CCNCC(=O)Nc1c(C)cccc1C	-9%	2%	4%	13%	0%	1%	-3%	-10	0%
COc1nnc(-c2ccc(C(=O)N3C[C@@H]4C[C@H](C3)c3cccc(=O)n3C4)cc2)c2ccccc12	3%	-6%	0%	-4%	-9%	-8%	-3%	-8	-22%
COc1ccc(Nc2nc(-c3ccccc3)nc3ccccc23)cc1	5%	1%	-4%	18%	-13%	7%	5%	-1	?
Cc1csc(NC(=O)c2ccc3ccccc3n2)n1	9%	-3%	-21%	3%[57.1 µM]	6%	-17%	-5%	1	0%

Other records follow.
SMILES	mIDH1 inhibitor	Vif-APOBEC3G blk	Vif-APOBEC3F blk	TrxR1 inh	RGS4 inhibitor	TrxR1 substrate	Glioma ERSR ind	LDHA block	USP1-UAF1 inh
CCOC(=O)c1ccc(-c2cccc(C(F)(F)F)c2)nc1C	6%	1%	0%	14%[57.1 µM]	-3%	-2%[57.1 µM]	1%	1	-20%
COc1ccc(Nc2ccc(S(=O)(=O)N3CCCCC3)cc2[N+](=O)[O-])cc1OC	2%	-1%	-8%	-18%	17%	-7%	-3%	-8	-7%
O=C(c1cccc(F)c1)N(Cc1nc2ccccc2c(=O)[nH]1)C1CCCC1	10%	0%	-12%	6%	-20%	1%	-5%	0	-19%
CC(C)Oc1ccc(C2CC(=O)NC3=C2C(=O)CCC3)cc1 (stereo not given)	2%	2%	6%	8%[57.1 µM]	-16%	8%[57.1 µM]	3%	1	2%
O=C(CCCNc1ccccc1)N/N=C/c1cccs1	8%	0%	7%	35%[57.1 µM]	-11%	-13%[57.1 µM]	5%	-1	-20%
Cc1ccc(NC(=O)c2ccc(S(=O)(=O)C(F)F)cc2)c(C)c1	9%	-5%	-17%	10%[57.1 µM]	4%	8%[57.1 µM]	1%	-10	-5%
CCOc1ccc(-n2c(SCC(=O)NCc3ccco3)nc3c([nH]c4ccccc43)c2=O)cc1	7%&9%	-5%&-2%	-17%&4%	-1%	-19%&15%	14%&6%[57.1 µM]	-1%&-1%	4&-4	-14%&-19%
CCN1C(=O)/C(=C/c2cnn(CC)c2C)SC1=S	0%	1%	-1%	-14%	2%	-16%	-1%	-11	-1%
CC(C)NC(=O)c1sc2c(c1C(=O)Nc1cccnc1)CCCC2	4%	-7%	3%	-9%	21%	-3%	-2%	-2	0%
O=C(CN1CCN(C(=O)c2cccc(S(=O)(=O)N3CCCC3)c2)CC1)Nc1ccccc1Cl	10%	0%	-6%	19%	-11%	5%	-2%	-2	-22%
Cc1cc([N+](=O)[O-])ccc1NS(=O)(=O)c1ccccc1	6%	-1%	-3%	4%	-2%	-5%	0%	-8	?
CCc1ccc(CN(C)C(=O)C2CCC(=O)N(CCCN3CCCC3=O)C2)cc1 (stereo not given)	10%	1%	12%	-15%	15%	-13%	-2%	2	-1%
COc1ccc(S(=O)(=O)N2Cc3ccccc3CC2C(=O)Nc2ccc3c(c2)OCO3)cc1 (stereo not given)	2%	-2%	-7%	20%	-25%	4%	10%	9	-21%
CC(NC(=O)CCC(=O)Nc1ccccc1O)c1ccccc1 (stereo not given)	4%	0%	-15%	21%[57.1 µM]	3%	7%[57.1 µM]	-6%	-4	-13%
CCOc1cc2c(cc1OCC)C(CC(=O)O)N(C(=O)Nc1ccc(Br)c(C)c1)CC2 (stereo not given)	0%	8%	-12%	7%[57.1 µM]	-4%	-4%[57.1 µM]	1%	-6	-8%
CCCC(c1c(C)n(C)n(-c2ccccc2)c1=O)c1c(C)n(C)n(-c2ccccc2)c1=O	10%	-6%	-2%	-7%	-25%[11.4 µM]	11%[57.1 µM]	-2%	-5	-6%
Cc1ccnc(NC(=O)CCC(=O)N(CC(=O)NCc2ccc(F)cc2)c2ccc(F)cc2)c1	6%	0%	15%	25%[57.1 µM]	-16%	-2%[57.1 µM]	-7%	-4	-10%
CC1(C)CC(NC(=S)Nc2ccc([N+](=O)[O-])cc2)CC(C)(C)N1	4%	1%	-5%	-43%	19%	8%	-2%	-10	-3%
COc1ccc([C@@H]2[C@@H]3C(=O)N(C(C)(C)C)C(=O)[C@@H]3[C@]3(Cc4ccc(Cl)cc4)C(=O)N(c4ccc(Br)cc4)C(=O)N23)cc1	-6%[38.3 µM]	2%	0%	12%[2.29 µM]	1%	-4%	-4%	-8	-29%
CNC(=S)N1C2CCC1CC(NC(=O)NC13CC4CC(CC(C4)C1)C3)C2 (stereo not given)	-4%	-3%	-2%	22%	2%	4%	-3%	-12	-12%
CCNC(=S)NNc1nc(N2CCCCC2)nc(N2CCOCC2)n1	5%	-1%	1%	3%[57.1 µM]	6%	1%[57.1 µM]	1%	-2	-16%
Cc1ccc(N=C2NC(=O)C(CC(=O)NCc3ccccc3)S2)cc1C (stereo not given)	-2%	1%	-3%	13%	-5%	8%	-2%	-10	-9%
CC(=O)c1ccc2c3c(cccc13)C(=O)N(c1c(C)nn(C)c1C)C2=O	-7%	0%	-11%	6%[57.1 µM]	5%	1%[57.1 µM]	-5%	-6	-7%
CC(CCc1ccccc1)NC(=O)Cn1c(=O)nc(-c2ccccc2)c2ccccc21 (stereo not given)	-11%	9%	2%	12%[57.1 µM]	27%	2%[57.1 µM]	0%	-6	-13%

Some of the compounds tested; rates above refer to the full screens.
